Bioassay records: PubChem, National Center for Advancing Translational Sciences (NCATS)
SNCA viab count = GF-AFC viability counterscreen for inhibitors of alpha-synuclein gene (SNCA) expression. HEK-293-SNCA-luc viability, GF-AFC fluorescence, 24 h. actives 0.12% (n = 150,000). Potency, µM (series often up to 57.1 µM), for the others: top-dose activity change, negative = cytotoxicity, most hits filed as cytotoxic;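 note: potency is the fitted concentration of half-maximal effect; 0% = DMSO-treated cells and -100% = medium-only wells without cells; nearly all actives have a fitted effect of over 30% in size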
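Cytotoxicity counterscreen: after 24 h compound treatment of genome-edited SNCA-luciferase HEK-293 cells, live-cell protease substrate GF-AFC read by fluorescence after 30 min; activity scaled between DMSO (0%) and medium-only (-100%), curves Hill-fitted.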
SNCA expr inhib = Primary qHTS assay for inhibitors of alpha-synuclein gene (SNCA) expression | HEK-293 SNCA-luciferase knock-in, luminescence, 24 h | actives 0.17% (n = 140,000) | AID 1671194, 2021 | Potency, µM (series often up to 57.2 µM), without a hit: at the top dose activity change, negative = inhibition, hits mostly inhibitors;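 note: potency is the fitted concentration of half-maximal effect; plate controls were DMSO cells for no effect and cell-free wells for full effect; nearly all actives have a fitted effect of over 45% in size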
GPT2 inh = Primary qHTS assay for inhibitors of Glutamate pyruvate transaminase 2 (GPT2). Alanine aminotransferase 2 (Homo sapiens), Q8TD30. Recombinant GPT2, coupled pyruvate oxidase/HRP Amplex Red fluorescence. Potency, µM (top dose mostly 57.7 µM), for inactives: at the top dose activity change, negative = inhibition, most hits filed as inhibitors. actives 0.25% (n = 100,000). AID 1671188, 2021; note: potency is the fitted concentration of half-maximal effect; nearly all actives have a fitted effect of over 60% in size; many of its hits are not listed in these tables
Target sequence (Q8TD30 whole entry, looked up): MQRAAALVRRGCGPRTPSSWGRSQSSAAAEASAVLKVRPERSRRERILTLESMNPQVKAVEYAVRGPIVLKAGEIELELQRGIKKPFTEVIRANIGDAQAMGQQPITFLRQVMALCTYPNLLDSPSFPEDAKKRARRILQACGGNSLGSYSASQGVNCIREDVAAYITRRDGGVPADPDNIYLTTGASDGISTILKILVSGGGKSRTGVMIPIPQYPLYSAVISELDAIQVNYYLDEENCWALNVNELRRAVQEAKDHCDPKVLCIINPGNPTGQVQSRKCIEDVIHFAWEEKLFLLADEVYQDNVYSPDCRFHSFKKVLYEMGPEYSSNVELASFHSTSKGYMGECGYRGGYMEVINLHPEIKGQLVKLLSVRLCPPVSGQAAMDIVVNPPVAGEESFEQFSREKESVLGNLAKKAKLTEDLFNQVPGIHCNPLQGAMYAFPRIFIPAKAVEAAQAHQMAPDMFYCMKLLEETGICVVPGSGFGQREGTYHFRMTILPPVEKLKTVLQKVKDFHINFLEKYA
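GPT2 10ng/uL, a-KG 250uM, L-Ala 2mM, HEPES pH7.5 + 0.0001% Tween; 30 min RT. Then Amplex mix (PO/HRP/ThPP), 30 min RT dark, fluorescence. AOA 50uM used as positive control.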
FLuc inh = Firefly luciferase inhibition profiling of diverse chemical library using quantitative high-throughput screening | Luciferin 4-monooxygenase (Photinus pyralis), P08659 | purified P. pyralis luciferase, luminescence, biochemical | Potency, µM (top dose mostly 115 µM), for the others: at the highest dose activity change, negative = inhibition, actives largely listed as inhibitors | actives 2.5% (n = 76,000) | AID 1347043, 2019; note: potency is the fitted concentration of half-maximal effect; nearly all actives have a fitted effect of over 65% in size
Target sequence (P08659 whole entry, looked up): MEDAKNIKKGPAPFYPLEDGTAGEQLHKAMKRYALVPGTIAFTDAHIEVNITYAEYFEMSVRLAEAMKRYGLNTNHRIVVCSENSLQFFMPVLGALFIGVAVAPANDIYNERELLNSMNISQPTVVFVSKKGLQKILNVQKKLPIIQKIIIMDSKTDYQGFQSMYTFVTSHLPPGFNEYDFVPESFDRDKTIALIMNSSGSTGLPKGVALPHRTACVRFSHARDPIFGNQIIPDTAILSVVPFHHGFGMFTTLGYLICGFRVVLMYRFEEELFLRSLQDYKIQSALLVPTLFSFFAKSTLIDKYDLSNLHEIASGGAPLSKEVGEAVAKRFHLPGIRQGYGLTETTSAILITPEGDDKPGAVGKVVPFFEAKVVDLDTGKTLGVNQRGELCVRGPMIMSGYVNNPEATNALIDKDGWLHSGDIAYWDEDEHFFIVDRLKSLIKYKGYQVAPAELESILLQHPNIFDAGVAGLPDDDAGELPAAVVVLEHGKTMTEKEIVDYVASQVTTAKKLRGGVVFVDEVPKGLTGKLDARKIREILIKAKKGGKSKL
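Cell-free enzyme assay, 10nM P. pyralis luciferase, luciferin and ATP each at 10uM. Inhibition profiled over a 6-point titration, read as luminescence.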
HEK293 tox = Cytotoxic Profiling in HEK 293 Cell Line of Diverse Libraries Using Quantitative High-Throughput Screening; AID 1345083, 2018; Potency, µM (series often up to 115 µM), without a hit: top-dose activity change, negative = cytotoxicity, most hits filed as inhibitors; HEK 293 viability, ATP luminescence (CellTiter-Glo), 48-72 h; actives 6.6% (n = 94,000); note: potency is the fitted concentration of half-maximal effect; nearly all actives have a fitted effect of over 60% in size
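250 HEK 293 cells/well; compound by pintool; incubated 48 or 72 hr at 37 degree Celsius; CellTiter-Glo added, 10 min RT, luminescence imaged.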
IP6K1 inh = Primary qHTS assay for small molecule inhibitors of Inositol hexaphosphate kinase 1 (IP6K1); Inositol hexakisphosphate kinase 1 (Homo sapiens), Q92551; IP6K1 kinase, ADP-Glo luminescence, 2 h; active compounds read low; activity change, % (series mostly up to about 58 µM); actives 0.81% (n = 140,000); AID 1645851, 2021; in the data active = activity change below about -25%
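ADP-Glo luminescence measures ADP made by human IP6K1 during a 2 h RT reaction with ATP/IP6 (mix at 1.3 mM/130 uM); top library doses 57.5 and 19.1 uM final.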
NIH3T3 tox = Cytotoxic Profiling in NIH 3T3 Cell Line of Diverse Libraries Using Quantitative High-Throughput Screening; NIH 3T3 viability, CellTiter-Glo ATP luminescence, 48-72 h; Potency, µM (titrated, usually from 96.7 µM), inactives show at the highest dose activity change, negative = cytotoxicity, usual class: inhibitors; actives 4.3% (n = 94,000); AID 1345082, 2018; note: potency is the fitted concentration of half-maximal effect; nearly all actives have a fitted effect of over 55% in size
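Cells were seeded at 400 per well, treated with pin-transferred compound, and kept 48 or 72 hr at 37 °C before CellTiter-Glo addition and luminescence imaging of cellular ATP.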
Starred values were filed as active, the others as inactive; i = inactive; ? = inconclusive; . = no result given; [ ] = another dose, or the depositor's remark. Unless noted, calls come from the whole dose curve; as a rule, active = well fitted curve in the direction sought with a large enough effect; inconclusive = small, poorly fitted or top-dose-only effect, or another doubt; inactive = no such curve, though single readings can be large; an effect the other way counts as inactive or inconclusive. Unless noted, % is set by controls: 0 for no effect and ±100 for the full control effect.

nr	canonical_smiles	SNCA viab count	SNCA expr inhib	GPT2 inh	FLuc inh
1	Cn1nccc1C(O)c1cc2n(n1)CCN(c1ncc(Cl)cn1)C2 (stereo not drawn)	-6%	6%	-8%	0%
2	O=C1COCC2(CN1Cc1ccccc1)CN(c1ccccc1)C2	2%[87.6 µM]	-13%[87.6 µM]	-6%[88.5 µM]	-4%[172 µM]
3	O=C(NCc1ccc(F)cc1)Nc1cccc(-c2ccc(N3CCOCC3)nn2)c1	9%	12%	3%	1.3µM*
4	Cn1ccc2c(C(=O)NCCC(N)=O)nc(-c3cccc(C(F)(F)F)c3)cc21	-13%[87.6 µM]	-17%[87.6 µM]	-9%[88.5 µM]	1%[172 µM]
5	COCCNC(=O)CSc1nc2ccccc2nc1Cc1ccc(C)cc1	-5%	7%	.	.
6	O=C(NC[C@H]1O[C@@H](CO)[C@@H](O)[C@H]1N1CCN(c2ccccn2)CC1)Nc1ccccc1	1%	-27%	-8%	-2%
7	COc1ccc(OCc2cc(C(=O)NCCc3nc(C)c(C)s3)no2)c(Cl)c1	6%	4%	i	?
8	CCC(=O)N1c2ccccc2CC1C(=O)NCCCN1CCN(c2cc(C)ccc2C)CC1 (stereo not drawn)	?	?	.	.

nr	HEK293 tox	IP6K1 inh	NIH3T3 tox
1	i	-14	-6%
2	?	13	-16%[138 µM]
3	?	-13	-24%
4	89µM*	-2	?
5	.	25	.
6	i	-1	2%
7	32µM*	-6	?
8	.	46	.

The last five records of the section before open the next one.
nr	canonical_smiles	SNCA viab count	SNCA expr inhib	GPT2 inh	FLuc inh
4	Cn1ccc2c(C(=O)NCCC(N)=O)nc(-c3cccc(C(F)(F)F)c3)cc21	-13%[87.6 µM]	-17%[87.6 µM]	-9%[88.5 µM]	1%[172 µM]
5	COCCNC(=O)CSc1nc2ccccc2nc1Cc1ccc(C)cc1	-5%	7%	.	.
6	O=C(NC[C@H]1O[C@@H](CO)[C@@H](O)[C@H]1N1CCN(c2ccccn2)CC1)Nc1ccccc1	1%	-27%	-8%	-2%
7	COc1ccc(OCc2cc(C(=O)NCCc3nc(C)c(C)s3)no2)c(Cl)c1	6%	4%	i	?
8	CCC(=O)N1c2ccccc2CC1C(=O)NCCCN1CCN(c2cc(C)ccc2C)CC1 (stereo not drawn)	?	?	.	.
9	COc1ccccc1CCC(=O)N1CCC[C@H]1c1nc(-c2ccc(OC)c(OC)c2)no1	-16%	-1%	i	-4%
10	CCCCOc1ccc(C(=O)NCCS(=O)(=O)N2CCN(c3ccccc3OC)CC2)cc1	-4%	?	.	.
11	Cc1cc(NC(=O)N(C)CC2CCOC2)ccc1Br (stereo not drawn)	-1%	-5%	-21%	?
12	O=C(NC1CCCN(c2cc(-c3ccc(F)cc3)[nH]n2)C1)c1ccoc1 (stereo not drawn)	-9%	1%	-15%	?
13	CC(=O)N1CCN(C(=O)c2ccc3nnc(-c4ccc([S+](C)(=O)[O-])cc4)n3c2)CC1	7%	7%	-12%	.
14	CC(=O)Nc1ccc(CN2CCOC[C@H]2c2ncc(-c3ccc(Cl)cc3)[nH]2)cc1	-2%[87.6 µM]	4%[87.6 µM]	-6%[88.5 µM]	8%[172 µM]
15	COc1cc(OC)cc(-c2nc3ccc(-c4ccc(OC)c(OC)c4OC)cc3o2)c1	7%	-9%	i	-23%
16	CSc1ccc(CCNC(=O)CCc2c(C)nc3ncnn3c2C)cc1	-6%	5%	.	.

nr	HEK293 tox	IP6K1 inh	NIH3T3 tox
4	89µM*	-2	?
5	.	25	.
6	i	-1	2%
7	32µM*	-6	?
8	.	46	.
9	?	0	?
10	.	1	.
11	-14%	1	-18%
12	-23%	14	-14%
13	-9%	-4	-23%
14	?	-3	?
15	4%	14	-12%
16	.	-13	.

Next section:
nr	canonical_smiles	SNCA viab count	SNCA expr inhib	GPT2 inh	FLuc inh
17	O=C(CCc1c[nH]c2ccccc12)Nc1cccc(-c2nnc3n2CCCC3)c1	-27%	-23%	i	3%
18	CN(C)C[C@H]1C[C@@H](CO)CN(C(=O)CCc2ccncc2)C1	?	?	3%	7%
19	O=C(c1ccc2oc(-c3ccccn3)nc2c1)N1CCOCC1	8%[87.6 µM]	-12%[87.6 µM]	4%[88.5 µM]	.
20	O=C(Nc1c(O)c2ccccc2oc1=O)c1cccc(F)c1	0%	5%	.	.
21	CCOCC(=O)N1CCC(N2C[C@H](O)C[C@H]2C(=O)NCc2cccc(OC)c2)CC1	5%	5%	-3%	6%
22	COc1ccc(-c2nc3c(C)cccc3cc2CN(C)Cc2ncc[nH]2)cc1OC	-15%	6%	-4%[11.5 µM]	-1%
23	CCN1C(=O)CCC2(C(=O)NCCN3CCOCC3)CCCC=C12 (stereo not drawn)	5%	-8%	i	-7%
24	CCc1ccc(OCC(=O)N(Cc2ccc(C(C)C)cc2)C2CCS(=O)(=O)C2)cc1 (stereo not drawn)	-9%	-25%	.	.

nr	HEK293 tox	IP6K1 inh	NIH3T3 tox
17	?	19	?
18	-2%	-9	0%
19	-26%[172 µM]	-9	?
20	.	-9	.
21	-7%	14	-6%
22	?	14	-15%
23	-20%	7	-3%
24	.	5	.

Additional compounds follow.
nr	canonical_smiles	SNCA viab count	SNCA expr inhib	GPT2 inh	FLuc inh
25	Cc1cc(F)ccc1NC(=O)CCC1CCCN(C(=O)c2ccc(Cl)s2)C1 (stereo not drawn)	5%	52%[activator]	i	?
26	CC(C)C(=O)N1CCC2(CC1)N(C)C(=O)CS2(=O)=O	8%	5%	i	6%
27	COc1ccc(S(=O)(=O)N2CC(Oc3ccccc3-c3noc(C)n3)C2)cc1	3%	1%	i	-6%
28	Cc1ccc(N2C(=S)N[C@H]3[C@@H](O)[C@H](O)C[C@@H](C(=O)N4CCCCC4)[C@H]32)cc1	-5%[87.6 µM]	?	-17%[88.5 µM]	16µM*
29	Cn1nccc1OCc1cn2c(=O)n(C)cc(-c3cccc(C(F)(F)F)c3)c2n1	?	?	-9%[88.5 µM]	-4%[172 µM]
30	O=C(NCc1ccc(Cl)cc1)c1ccc2nnc(-c3ccc(Cl)cc3Cl)n2c1	5%	-12%	0%	.
31	CCOc1ccccc1CNS(=O)(=O)c1cc2c(cc1C)NC(=O)CO2	9%	24%	.	.
32	COc1ccccc1NC(=O)c1sc2nc3c(c(C(F)(F)F)c2c1N)CN(C(C)=O)CC3	5%	-6%	.	.

nr	HEK293 tox	IP6K1 inh	NIH3T3 tox
25	?	22	?
26	-9%	-7	i
27	8%	1	-9%
28	i	-2	i
29	?	-22	?
30	?	2	32µM*
31	.	28	.
32	.	-2	.

Carrying on:
nr	canonical_smiles	SNCA viab count	SNCA expr inhib	GPT2 inh	FLuc inh
33	CN(Cc1ccccc1)C(=O)C1CC(=O)N(c2n[nH]c3cc(Br)ccc23)C1 (stereo not drawn)	-5%	-6%	i	0%
34	Cc1ccc(CNC(=O)Cn2cc(S(=O)(=O)Cc3cccc(Cl)c3)c3ccccc32)cc1	0%	19%	.	.
35	Cc1cc(C)n(Cc2cccc(C(=O)N3CCCC(c4ncc[nH]4)C3)c2)n1 (stereo not drawn)	6%	42%[activator]	i	7%
36	CCOc1ccc(CNC(=O)c2cccc(NC(=O)N3CCSc4ncccc43)c2)cc1OC	?	0%	.	.
37	CCCCCCCc1ccc(CCc2cccc(O)c2C(=O)O)cc1	3%	-16%	i	.
38	CCc1ccccc1NC(=O)Cn1c2ncccc2c(=O)n1-c1ccccc1	-2%	?	.	.
39	CC(=O)Nc1nonc1-c1nnc(SCC(=O)Nc2cc(C)ccc2C)n1-c1ccccc1	22%	-13%	.	.
40	COc1ccccc1NC(=O)Cn1nc(-c2ccc(C)cc2)c2c(c1=O)CCCC2	4%	22%	.	.

nr	HEK293 tox	IP6K1 inh	NIH3T3 tox
33	?	-14	?
34	.	4	.
35	-15%	-7	-12%
36	.	8	.
37	.	.	.
38	.	-11	.
39	.	7	.
40	.	2	.

(next part)
nr	canonical_smiles	SNCA viab count	SNCA expr inhib	GPT2 inh	FLuc inh
41	CCOC(=O)C1(Cc2ccc(F)cc2F)CCCN(Cc2cccc(OC)c2O)C1 (stereo not drawn)	0%	-6%	-29%	-4%
42	COCCN1C(=O)c2cccn2CC1CNC(=O)c1ccc(-n2c(C)ccc2C)cc1 (stereo not drawn)	-10%	-10%	i	.
43	O=C(Nc1ccccc1Cl)C1CCCN1Cc1ccc(-c2cncnc2)cc1 (stereo not drawn)	-1%	-15%	i	.
44	O=C(COc1ccccc1)N1CC(F)(F)C[C@H]1c1nnc(C2CC2)o1	-7%	6%	0%	-2%
45	Nc1ncnc2c1ncn2[C@@H]1O[C@H](CO)[C@@H](O)[C@@H]1O	3%	?	i	.
46	Fc1ccc(-c2noc(-c3nnn4c3COC(c3ccc(Cl)cc3)C4)n2)cc1 (stereo not drawn)	6%	1%	i	-18%
47	COc1ccc(CC2CCOC3(CCNCC3)C2)cc1 (stereo not drawn)	-1%	-3%	3%	2%
48	COC(=O)NC1CCCN(c2ccc3nnc(C)n3n2)C1 (stereo not drawn)	.	.	.	.
49	COc1cccc(NC(=O)c2csc3c2CCCCC3)c1	-8%	-35%	.	.
50	CC(C)(C)CN[C@H]1C[C@@H](Cc2cc(CN3CCOCC3)on2)C1(C)C	5%[87.6 µM]	6%[87.6 µM]	4%[88.5 µM]	1%[172 µM]
51	COc1ccccc1C(=O)N1[C@@H]2CC[C@H]1CC(NC(=O)c1ccncc1)C2 (stereo partly drawn)	6%	?	4%	-5%

nr	HEK293 tox	IP6K1 inh	NIH3T3 tox
41	40µM*	0	?
42	25µM*	5	?
43	?	-21	?
44	-8%	-2	-8%
45	.	.	.
46	-3%	0	0%
47	?	16	?
48	i	-11	-26%[138 µM]
49	.	9	.
50	-5%[172 µM]	-10	-4%[138 µM]
51	i	11	i

The list is partial, so the mix of outcomes need not match the whole.
